Assay outcomes deposited in PubChem by several laboratories.
MC4R ag barr: MC4R agonists recruiting beta-arrestin, primary screen, cell-based, luminescence, agonist arm of biased-ligand search | Melanocortin receptor 4 (Homo sapiens), P32245 | U2OS MC4R beta-arrestin complementation; percent of melanotan II response, DMSO zero | activation, % at 8.9 µM | 360,000 tested, 0.98% active | AID 540308, 2011;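 active means activation above a per-plate cutoff, the mean activation of sample wells on that plate plus 3 SD, cut at about 8% in these data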
ABCB6 inh MLPCN: ABCB6 transporter inhibitors, primary screen, K562-ABCB6 cells, flow cytometry, MLPCN library; K562-ABCB6 porphyrin accumulation, 1 h; stronger effect = lower value; fluorescence ratio to DMSO, % at 10 µM; 360,000 tested, 0.19% active;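 active means fluorescence ratio to DMSO below 75%, the collection mean minus 3 SD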;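 further: signal is porphyrin accumulated inside mitochondria; 100% equals median channel fluorescence of DMSO control wells; lower ratio means ABCB6 inhibition with less porphyrin fluorescence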
NOD2-RIPK2 inh: NOD2-RIPK2 binding disruptors in cells, primary screen, fluorescence, CHO cells, BLA complementation; AID 624267, 2012; CCF4 ratio; 360,000 tested, 0.38% active; inhibition, % at 4.98 µM; in the data active means inhibition above about 21%;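 further: 0% = vehicle only and 100% = reference blocker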
H9c2 protect: cardioprotection against H2O2-induced cell death, primary screen, uHTS, H9c2 cells, ATPLite luminescence. H9c2 cardiomyocytes, H2O2 injury protection, 2 h. protection from H2O2 cell death, % at 20 µM. 360,000 tested, 0.63% active. AID 588492, 2011;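 active means compounds giving at least 50% protection of heart cells from peroxide-induced death in the single-dose screen, raw or plate-pattern-corrected value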;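 further: 0% = DMSO wells with peroxide and 100% = DMSO wells without peroxide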
SRC2 inh: inhibition of GAL4-SRC2 driven luciferase reporter, primary screen, SRC2 inhibitor project, cell-based, luminescence; 370,000 tested, 0.17% active; HEK293 GAL4-SRC2 luciferase reporter; inhibition, % at 9 µM;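 active means inhibition above the mean inhibition of all tested compounds plus 3 SD, set per campaign, cut at about 52% in these data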;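 further: 0% = DMSO treated cells and 100% = cells given Gossypol at 36 µM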
Glyco luc inh: increase of ERlucT glycosylation luciferase signal, primary screen, N-linked glycosylation inhibitor project, D54 ERlucT cells, luminescence, set 2 | D54 ERlucT glycosylation luciferase reporter, 24 h; percent of 100 nM tunicamycin response | reporter increase, % at 12.5 µM | 360,000 tested, 0.23% active | AID 588692, 2011;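 active means mean luciferase reporter signal, scaled so untreated is 0 and the glycosylation-blocking control 100, at or above a set limit in every replicate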;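 further: luciferase carries N-glycosylation sites so blocking glycosylation raises the light; 0% = median of neutral control wells and 100% = median of 100 nM tunicamycin wells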
ABHD5 PLIN5 PPI: ABHD5-PLIN5 interaction inhibitors, primary screen, cell lysate, split luciferase complementation, luminescence | Perilipin-5 (Homo sapiens) + 1-acylglycerol-3-phosphate O-acyltransferase ABHD5 (Homo … | Split G. princeps luciferase complementation, 4 h | inhibition, % at 4 µM | 360,000 tested, 0.78% active;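 active means inhibition above the mean inhibition across every tested compound plus 3 SD, cut at about 22% in these data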;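 further: 0% = DMSO only wells and the 100% control is not disclosed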
HTR2A ag: mouse Htr2a agonists via beta-arrestin recruitment, primary screen, cell-based, luminescence; activation, % at 7.6 µM; CHO-K1 mHTR2A beta-arrestin complementation; percent of 30 µM serotonin response; 5-hydroxytryptamine receptor 2A (Mus musculus), P35363; 360,000 tested, 0.66% active;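 active means activation above a run cutoff, the mean activation of all tested compounds plus 3 SD, cut at about 14% in these data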;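 further: 0% = plate median of compound wells and 100% = 30 µM serotonin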
TLR9-MyD88 block: inhibitors of TLR9-MyD88 association in cells, primary screen, cell-based, CHO, BLA complementation, fluorescence | Toll-like receptor 9 (Homo sapiens) + Myeloid differentiation primary response protein … | CCF4 FRET ratio | inhibition, % at 4.98 µM | 340,000 tested, 0.21% active | AID 504734, 2011;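 active means inhibition above the mean over all tested compounds plus 3 SD, cut at about 21% in these data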;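 further: 0% = DMSO only wells and 100% = clavulanate BLA inhibitor control wells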
Target sequence (Q99836 whole entry, looked up): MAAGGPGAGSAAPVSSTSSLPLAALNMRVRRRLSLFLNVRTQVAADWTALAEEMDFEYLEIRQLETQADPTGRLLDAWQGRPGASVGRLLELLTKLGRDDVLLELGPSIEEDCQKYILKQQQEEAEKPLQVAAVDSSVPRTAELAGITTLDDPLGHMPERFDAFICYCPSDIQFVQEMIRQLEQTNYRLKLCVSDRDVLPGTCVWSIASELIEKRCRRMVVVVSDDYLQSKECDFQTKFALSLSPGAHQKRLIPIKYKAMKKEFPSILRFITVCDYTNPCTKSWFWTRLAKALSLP
Target sequence (Q9NR96 whole entry, looked up): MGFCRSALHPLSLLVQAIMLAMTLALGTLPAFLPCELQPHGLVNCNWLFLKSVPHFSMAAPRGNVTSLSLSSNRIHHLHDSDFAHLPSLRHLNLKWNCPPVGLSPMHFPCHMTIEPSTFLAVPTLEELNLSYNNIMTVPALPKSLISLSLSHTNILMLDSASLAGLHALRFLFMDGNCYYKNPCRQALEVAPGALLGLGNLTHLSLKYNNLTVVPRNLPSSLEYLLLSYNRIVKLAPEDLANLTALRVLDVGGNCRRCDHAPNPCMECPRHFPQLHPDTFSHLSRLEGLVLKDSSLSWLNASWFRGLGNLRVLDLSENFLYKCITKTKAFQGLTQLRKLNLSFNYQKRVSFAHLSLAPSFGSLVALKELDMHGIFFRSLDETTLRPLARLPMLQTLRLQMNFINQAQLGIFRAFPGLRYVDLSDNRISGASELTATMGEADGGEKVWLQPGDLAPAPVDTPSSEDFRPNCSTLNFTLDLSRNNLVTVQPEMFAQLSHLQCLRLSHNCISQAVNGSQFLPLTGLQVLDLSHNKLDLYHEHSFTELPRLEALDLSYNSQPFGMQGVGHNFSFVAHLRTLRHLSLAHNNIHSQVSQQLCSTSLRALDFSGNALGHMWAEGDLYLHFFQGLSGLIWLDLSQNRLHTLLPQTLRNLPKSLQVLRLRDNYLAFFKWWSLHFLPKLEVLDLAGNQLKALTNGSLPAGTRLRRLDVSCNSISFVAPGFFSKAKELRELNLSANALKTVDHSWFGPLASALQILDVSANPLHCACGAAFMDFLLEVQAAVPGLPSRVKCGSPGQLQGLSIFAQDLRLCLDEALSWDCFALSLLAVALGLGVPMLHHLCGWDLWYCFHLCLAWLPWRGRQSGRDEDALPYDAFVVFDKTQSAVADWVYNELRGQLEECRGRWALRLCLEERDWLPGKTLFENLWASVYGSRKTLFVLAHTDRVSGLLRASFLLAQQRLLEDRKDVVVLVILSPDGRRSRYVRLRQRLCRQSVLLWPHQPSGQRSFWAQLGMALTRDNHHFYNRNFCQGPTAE
MC4R antag cAMP: MC4R antagonists of cAMP signaling, primary screen, cell-based, TR-FRET, antagonist arm of biased-ligand search. MC4R-expressing cells, MTII-stimulated cAMP, LANCE TR-FRET. 360,000 tested, 0.48% active. Melanocortin receptor 4 (Homo sapiens), P32245. inhibition, % at 6.5 µM;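 active means inhibition above its plate's cutoff, the mean of tested wells on that plate plus 3 SD, cut at about 29% in these data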;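 further: 0% = Melanotan II alone and 100% = Melanotan II plus saturating MCL0020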
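System: U2OS cells stably expressing human melanocortin 4 receptor (MC4R). Reagent: Melanotan II challenge after compound preincubation. Doses: 6.5 µM. Times: 30-min compound, 1-h challenge, 1-h detection, room temperature. Measured by: TR-FRET with Eu-cAMP and labeled anti-cAMP, 671 nm. Replicates: singlicate.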
Numbers without * were called inactive. Some of the compounds tested (hit frequency here may not be typical).

`Cc1ccc(NC(=O)COC(=O)Cc2c[nH]c3ccccc23)cc1F` gave MC4R ag barr -1.9, ABCB6 inh MLPCN 99, NOD2-RIPK2 inh 9, H9c2 protect 2, SRC2 inh 7, Glyco luc inh 2, ABHD5 PLIN5 PPI 1, HTR2A ag 1, TLR9-MyD88 block -5 and MC4R antag cAMP 11.
COCc1cc(N2CCCC2)nc(-c2ccccc2)n1 was read as MC4R ag barr -2.0, ABCB6 inh MLPCN 101, NOD2-RIPK2 inh -4, H9c2 protect 7, SRC2 inh -22, Glyco luc inh 0, ABHD5 PLIN5 PPI -2, HTR2A ag 0, TLR9-MyD88 block 5 and MC4R antag cAMP 5.
`COCCNC(=S)N1CCC(Cc2ccccc2)CC1` gave MC4R ag barr -2.9, ABCB6 inh MLPCN 90, NOD2-RIPK2 inh -6, H9c2 protect -1, SRC2 inh 7, Glyco luc inh 0, ABHD5 PLIN5 PPI 1, HTR2A ag -1, TLR9-MyD88 block 6 and MC4R antag cAMP -2.
For Cc1cc(C)cc(NC(=O)CN2C(=O)c3ccccc3C2=O)c1 the results were MC4R ag barr 0.8, ABCB6 inh MLPCN 97, NOD2-RIPK2 inh -6, H9c2 protect -2, SRC2 inh 2, Glyco luc inh 0, ABHD5 PLIN5 PPI -4, HTR2A ag 9, TLR9-MyD88 block 2 and MC4R antag cAMP 1.
`CCCCC(c1nnnn1C1CCCC1)N1CCN(C2CCCC2)CC1` (configuration not stated) gave MC4R ag barr -1.1, ABCB6 inh MLPCN 99, NOD2-RIPK2 inh -2, H9c2 protect 0, SRC2 inh -8, Glyco luc inh -3, ABHD5 PLIN5 PPI 2, HTR2A ag -3, TLR9-MyD88 block -5 and MC4R antag cAMP 1.
Screening Cc1ccccc1Nc1nnc(SCC(=O)N(C)C2CCS(=O)(=O)C2)s1 (configuration not stated) returned MC4R ag barr -2.7, ABCB6 inh MLPCN 101, NOD2-RIPK2 inh 0, H9c2 protect 3, SRC2 inh -1, Glyco luc inh 2, ABHD5 PLIN5 PPI -2, HTR2A ag -3, TLR9-MyD88 block 3 and MC4R antag cAMP 5.
CCN(CC)C(CNC(=O)c1cc(=O)[nH]c2ccccc12)c1ccccc1Cl (configuration not stated) was read as MC4R ag barr 0.1, ABCB6 inh MLPCN 99, NOD2-RIPK2 inh -5, H9c2 protect 2, SRC2 inh -6, Glyco luc inh 0, ABHD5 PLIN5 PPI 1, HTR2A ag 0, TLR9-MyD88 block 2 and MC4R antag cAMP 3.
`O=C(Nc1ccc(N2CCOCC2)cc1)Nc1ccc2nc(-c3ccco3)c(-c3ccco3)nc2c1` gave MC4R ag barr -1.4, ABCB6 inh MLPCN 100, NOD2-RIPK2 inh 0, H9c2 protect 63*, SRC2 inh -17, Glyco luc inh -2, ABHD5 PLIN5 PPI 13, HTR2A ag 2, TLR9-MyD88 block 3 and MC4R antag cAMP -2.
`CC(NC(=O)[C@H](C)NC(=O)C1CC(=O)N(c2ccc3c(c2)OCO3)C1)c1ccccc1` (some centres not stated) gave MC4R ag barr 1.0, ABCB6 inh MLPCN 93, NOD2-RIPK2 inh 4, H9c2 protect 5, SRC2 inh 14, Glyco luc inh 0, ABHD5 PLIN5 PPI 2, HTR2A ag 3, TLR9-MyD88 block 8 and MC4R antag cAMP 0.
`CN(C)C=NC(=O)c1cn(-c2ccc(F)cc2)c(=O)c2ccccc12` gave MC4R ag barr -1.5, ABCB6 inh MLPCN 105, NOD2-RIPK2 inh -3, H9c2 protect 8, SRC2 inh 23, Glyco luc inh -2, ABHD5 PLIN5 PPI 0, HTR2A ag -3, TLR9-MyD88 block 2 and MC4R antag cAMP 20.
Screening COc1cc(NC(C)CCCN)c2ncccc2c1 (configuration not stated) returned MC4R ag barr 0.0, ABCB6 inh MLPCN 98, NOD2-RIPK2 inh 4, H9c2 protect -39, SRC2 inh -32, Glyco luc inh 3, ABHD5 PLIN5 PPI -3, HTR2A ag -2, TLR9-MyD88 block -2 and MC4R antag cAMP -2.
For CCN(C(=O)COC(=O)c1c(C)noc1C)C1CCS(=O)(=O)C1 (configuration not stated) the results were MC4R ag barr -0.3, ABCB6 inh MLPCN 97, NOD2-RIPK2 inh 9, H9c2 protect -3, SRC2 inh -10, Glyco luc inh -1, ABHD5 PLIN5 PPI 4, HTR2A ag 11, TLR9-MyD88 block 1 and MC4R antag cAMP 1.
For CCc1c(C)nc2cc(-c3cccs3)[nH]n2c1=O the results were MC4R ag barr -1.2, ABCB6 inh MLPCN 112, NOD2-RIPK2 inh 4, H9c2 protect -10, SRC2 inh -27, Glyco luc inh 1, ABHD5 PLIN5 PPI -1, HTR2A ag 9, TLR9-MyD88 block 3 and MC4R antag cAMP 9.
`COCCCNC(=S)N(CCCO)Cc1cc2cc3c(cc2[nH]c1=O)OCCO3` gave MC4R ag barr 0.4, ABCB6 inh MLPCN 102, NOD2-RIPK2 inh 2, H9c2 protect 5, SRC2 inh -13, Glyco luc inh 3, ABHD5 PLIN5 PPI 1, HTR2A ag 1, TLR9-MyD88 block 3 and MC4R antag cAMP 10.
`Cc1nc(/C(N)=N/OC(=O)c2cccc(Cl)c2)c(C(F)(F)F)o1` gave MC4R ag barr -2.4, ABCB6 inh MLPCN 99, NOD2-RIPK2 inh -1, H9c2 protect -1, SRC2 inh 11, Glyco luc inh 2, ABHD5 PLIN5 PPI -7, HTR2A ag -2, TLR9-MyD88 block 4 and MC4R antag cAMP 5.
Cc1ccc(NS(=O)(=O)c2ccc3c(c2)oc(=O)n3C)cc1F was read as MC4R ag barr -0.7, ABCB6 inh MLPCN 102, NOD2-RIPK2 inh -6, H9c2 protect -1, SRC2 inh -12, Glyco luc inh -2, ABHD5 PLIN5 PPI -1, HTR2A ag 6, TLR9-MyD88 block 3 and MC4R antag cAMP 5.
CCc1cccc2c(C(=S)N3CCOCC3)c[nH]c12 was read as MC4R ag barr -0.2, ABCB6 inh MLPCN 204, NOD2-RIPK2 inh 1, H9c2 protect -7, SRC2 inh -35, Glyco luc inh 0, ABHD5 PLIN5 PPI -7, HTR2A ag -5, TLR9-MyD88 block -3 and MC4R antag cAMP 7.
`Cc1cc(Br)ccc1NC(=O)CN(C)C(=O)c1ccc(-n2cncn2)c([N+](=O)[O-])c1` gave MC4R ag barr -1.8, ABCB6 inh MLPCN 98, NOD2-RIPK2 inh 6, H9c2 protect 4, SRC2 inh -10, Glyco luc inh 1, ABHD5 PLIN5 PPI 15, HTR2A ag -10, TLR9-MyD88 block 4 and MC4R antag cAMP 5.
`COC(=O)C1=C(O)/C(=C\c2ccc(CNC(=O)C(=O)Nc3ccc(C)c(C)c3)o2)N=C1C` gave MC4R ag barr 0.8, ABCB6 inh MLPCN 100, NOD2-RIPK2 inh -2, H9c2 protect -1, SRC2 inh -36, Glyco luc inh 0, ABHD5 PLIN5 PPI -2, HTR2A ag 0, TLR9-MyD88 block -18 and MC4R antag cAMP 1.
For CCc1ccc(C(=O)C(C)OC(=O)C2COc3ccccc3O2)cc1 (configuration not stated) the results were MC4R ag barr -0.1, ABCB6 inh MLPCN 101, NOD2-RIPK2 inh -6, H9c2 protect -4, SRC2 inh -26, Glyco luc inh 1, ABHD5 PLIN5 PPI -2, HTR2A ag -4, TLR9-MyD88 block -1 and MC4R antag cAMP 3.
O=C(NCCc1ccccc1F)C1CCC(=O)N(Cc2ccccc2F)C1 (configuration not stated) was read as MC4R ag barr -2.6, ABCB6 inh MLPCN 97, NOD2-RIPK2 inh 0, H9c2 protect -5, SRC2 inh -37, Glyco luc inh -1, ABHD5 PLIN5 PPI 5, HTR2A ag -4, TLR9-MyD88 block -7 and MC4R antag cAMP 11.
CC(C)C1CC(C(F)(F)F)n2nc(C(=O)O)cc2N1 (configuration not stated) was read as MC4R ag barr -2.5, ABCB6 inh MLPCN 95, NOD2-RIPK2 inh 1, H9c2 protect 13, SRC2 inh 0, Glyco luc inh 1, ABHD5 PLIN5 PPI -2, HTR2A ag -3, TLR9-MyD88 block -7 and MC4R antag cAMP -5.
For Cn1c(NC(=O)CC2CCCCC2)cc(=O)n(C)c1=O the results were MC4R ag barr 1.0, ABCB6 inh MLPCN 98, NOD2-RIPK2 inh -1, H9c2 protect 1, SRC2 inh 11, Glyco luc inh -2, ABHD5 PLIN5 PPI -1, HTR2A ag -3, TLR9-MyD88 block -2 and MC4R antag cAMP 1.
COc1ccc(C(=O)O)cc1S(=O)(=O)NCCCN1CCCC1=O was read as MC4R ag barr 1.4, ABCB6 inh MLPCN 96, NOD2-RIPK2 inh -4, H9c2 protect 0, SRC2 inh -3, Glyco luc inh 2, ABHD5 PLIN5 PPI -7, HTR2A ag 5, TLR9-MyD88 block 1 and MC4R antag cAMP 1.
For Cc1ccc(NC(=O)/C(=C/c2ccncc2)NC(=O)c2ccccc2)cc1 the results were MC4R ag barr -1.2, ABCB6 inh MLPCN 103, NOD2-RIPK2 inh 9, H9c2 protect 5, SRC2 inh 4, Glyco luc inh 2, ABHD5 PLIN5 PPI -2, HTR2A ag 6, TLR9-MyD88 block 9 and MC4R antag cAMP 5.
For COc1ccc(Nc2nc3ccccc3n3cnnc23)cc1Cl the results were MC4R ag barr -0.5, ABCB6 inh MLPCN 95, NOD2-RIPK2 inh -1, H9c2 protect 18, SRC2 inh -10, Glyco luc inh -1, ABHD5 PLIN5 PPI 0, HTR2A ag 7, TLR9-MyD88 block 1 and MC4R antag cAMP 0.
`C[C@@H]1CN([C@@H](C)CO)C(=O)CCCn2nncc2CO[C@H]1CN(C)C(=O)Nc1cccc(Oc2ccccn2)c1` gave MC4R ag barr -0.4, ABCB6 inh MLPCN 99, NOD2-RIPK2 inh -10, H9c2 protect 1, SRC2 inh -14, Glyco luc inh 2, ABHD5 PLIN5 PPI 9, HTR2A ag -3, TLR9-MyD88 block -2 and MC4R antag cAMP 2.
COc1ccc([C@H]2CC(=O)C=C(c3ccc(OC)c(F)c3)C2)cc1 was read as MC4R ag barr -0.4, ABCB6 inh MLPCN 91, NOD2-RIPK2 inh -10, H9c2 protect -6, SRC2 inh -5, Glyco luc inh 1, ABHD5 PLIN5 PPI -5, HTR2A ag 6, TLR9-MyD88 block 8 and MC4R antag cAMP 7.
